# Shiga toxin inh: blocks Shiga toxin action in Vero cells; hit rate 9.2% among 290,000; inhibition, % at 38.7 µM; AID 2315; Vero cells, Shiga toxin protein synthesis inhibition reporter; in the data active = inhibition mostly above about 28%, no sharp cut-off; inactive = mostly below about 43%; note: 0% is about no effect
# Pf growth 96h: P. falciparum growth inhibition at 96 hour, primary screen for plastid delayed-death inhibitors. hit rate 6.9% among 320,000. P. falciparum luciferase reporter growth, 96 h. Potency, µM (top dose mostly 28.7 µM), for the others: at the top dose activity change, negative = inhibition, most hits filed as inhibitors; note: potency is the fitted concentration of half-maximal effect; % is set by controls: 0 for no effect and ±100 for the full control effect
#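 Delayed-death screen, second-generation endpoint: infected erythrocytes, 2% hematocrit, 0.05% parasitemia final; 96 hours at 37 C, 5% CO2; luciferase detection reagent; luminescence decrease equals reduced growth.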
# Sm TGR inh: inhibitors of Schistosoma mansoni thioredoxin glutathione reductase. Q962Y6. purified TGR, DTNB reduction, TNB absorbance 405 nm. Potency, µM (titrated, usually from 114 µM), without a hit: at the top dose activity change, negative = inhibition, hits mostly inhibitors. hit rate 3% among 360,000. AID 485364; note: potency is the fitted concentration of half-maximal effect; % is set by controls: 0 for no effect and ±100 for the full control effect; nearly all actives have a fitted effect of over 60% in size
#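 First, TGR (20 nM dispensed) and NADPH were mixed with compound. Second, a 15 min room-temperature incubation followed. Third, further NADPH and then DTNB were added to start the reaction. Finally, TNB absorbance was monitored kinetically.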
# FBPA Giardia inh: blocks Giardia fructose-bisphosphate aldolase activity | A8B2U2 | purified Giardia FBPA | Potency, µM (top dose mostly 59.6 µM), without a hit: at the top dose activity, negative = inhibition, most hits filed as inhibitors | hit rate 0.71% among 290,000; note: potency is the fitted concentration of half-maximal effect; % is set by controls: 0 for no effect and ±100 for the full control effect; nearly all actives have a fitted effect of over 55% in size
# Target sequence (A8B2U2 whole entry, looked up): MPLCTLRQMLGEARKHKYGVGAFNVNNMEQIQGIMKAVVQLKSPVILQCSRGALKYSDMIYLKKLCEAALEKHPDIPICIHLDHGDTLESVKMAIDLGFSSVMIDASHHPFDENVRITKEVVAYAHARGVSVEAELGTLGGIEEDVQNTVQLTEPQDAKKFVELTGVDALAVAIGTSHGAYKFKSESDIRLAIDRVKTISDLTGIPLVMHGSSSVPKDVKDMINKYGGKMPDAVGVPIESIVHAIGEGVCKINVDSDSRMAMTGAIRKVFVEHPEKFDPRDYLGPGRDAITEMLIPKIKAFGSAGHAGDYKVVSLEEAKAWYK
#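 40 nM FBPA preincubated 10 min at RT with compound (up to 57.5 uM final), then substrate plus GAPDH/TPI/NAD/arsenate coupling and diaphorase/resazurin added. Fluorescence read after 20 min at RT, 525/598 nm.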
# CHX counter: counter-screen hit for Shiga toxin inhibitors, cycloheximide | cell reporter, cycloheximide protein synthesis inhibition counterscreen | max response, % | hit rate 12% among 300,000 | AID 2314; in the data active = max response mostly above about 13%, no sharp cut-off; inactive = mostly below about 14%; note: read at 38.3 µM for the half of the compounds with a filed dose; 0% is about no effect
# Pf growth 48h: inhibits P. falciparum growth in the first generation, 48 h; P. falciparum luciferase growth in erythrocytes, 48 h; Potency, µM (doses to about 28.7 µM), inactives show at the top dose activity change, negative = inhibition, actives largely listed as inhibitors; hit rate 5.9% among 310,000; AID 504832; note: potency is the fitted concentration of half-maximal effect; % is set by controls: 0 for no effect and ±100 for the full control effect
#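 First compound was added to culture medium, then infected red cells at 0.1% parasitemia and 2% hematocrit (final). After incubation at 37 C under 5% CO2, luciferase detection reagent was dispensed and light output recorded.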
# Numbers without * were called inactive; ? = inconclusive; . = no result given; & = joins results of further samples; [ ] = remark or other dose. Unless noted, calls come from the whole dose curve; as a rule, active = well fitted curve in the direction sought with a large enough effect; inconclusive = small, poorly fitted or top-dose-only effect, or another doubt; inactive = no such curve, though single readings can be large; an effect the other way counts as inactive or inconclusive.
SMILES,Shiga toxin inh,Pf growth 96h,Sm TGR inh,FBPA Giardia inh,CHX counter,Pf growth 48h
COc1ccccc1CNC(=O)c1cc(-c2ccccc2C)n(CC2CC(c3cccc([N+](=O)[O-])c3)=NO2)n1 (configuration not stated),.,?,-18.4%,.,.,5.22µM*
CC(C)C(c1nnnn1Cc1ccco1)N1CCN(c2cccc(Cl)c2)CC1 (configuration not stated),14.5,121.1%[activator],-9.5%,0.4%,-3.1,-0.1%
O=C(NC(=S)N1CCN(CCO)CC1)C12CC3CC(CC(C3)C1)C2,-1.6,36.5%[activator],-4.1%,15.2%,21.2,1.6%
O=C(NC(C(Cl)Cl)N1CCOCC1)c1ccccc1 (configuration not stated),7.4,7.9%,?,-0.5%,1.4,13.9%
CCCCc1nc2cc(C(=O)N3CCCCC3CC(=O)OCC)ccc2o1 (configuration not stated),36.9,8.0%,-1.8%,0.5%,31.4*,23.7%
Cn1nnc2c(C(N)=O)ncn2c1=O,1.4&31.4,-3.8%,3.0%,2.6%&8.4%,-4.1&-2.2,3.3%
NC(=O)c1ccc(Oc2ccc(Cl)cc2)c([N+](=O)[O-])c1,-2.3,-4.3%,10.5%,-3.1%,-0.1,-2.4%
O=[N+]([O-])c1ccc(N2CCCCC2)c2ncccc12,8.7,66.9%[activator],10.2%,?,11.1,-4.3%
Cc1ccccc1NC(=O)CCNS(=O)(=O)c1ccc2[nH]c(=O)oc2c1,-2.3,-22.6%,-1.8%,.,-2.3,3.6%
CCCn1c(SC(C)C(=O)NCC2CCCO2)nc2cc(Cl)ccc2c1=O (configuration not stated),.,-20.8%,-1.6%,.,.,?
Cc1ccc(CCNC(=O)C2CCN(S(=O)(=O)c3ccc4c(c3)oc(=O)n4C)CC2)cc1,12.9,17.2%,4.3%,-12.0%,-3.2,-0.2%
COc1ccc(/C=N/NC(=O)CCc2n[nH]c(=O)[nH]c2=O)cc1O,-15.7,4.2%,-14.7%,-3.9%,1.0,-22.7%
CN(C)c1ccc(C2N3CC4(C)CN2CC(C)(C3)C4O)cc1 (configuration not stated),-4.3,4.65µM*,1.9%,4.1%,-2.7,.
c1ccc2sc(Cc3nnc4n3CCCCC4)nc2c1,27.4,.,5.2%,0.3%,-3.0,16.3%
CC(c1ccccc1F)n1cc(C(=O)Nc2ccc3nc[nH]c3c2)nn1 (configuration not stated),-17.4,?,0.3%,-13.0%,-8.5,?
COC(C/C=C\[C@@H](O)COCc1ccccc1)OC,13.5,52.1%[activator],2.5%,9.6%,-1.7,53.4%[activator]
COCc1nnc(NC(=O)CC(C)C)s1,0.5,?,-1.8%,3.7%,-1.5,2.8%
Cc1ccc(/C=N\NC(=O)Cc2noc3ccccc23)cc1,-3.9,60.7%[activator],3.2%,1.4%,-2.9,38.7%[activator]
CC(C)(C)C(=O)C(Cc1ccccc1Cl)n1cncn1 (configuration not stated),4.6,?,0.3%,0.1%,8.1,.
COc1ccc(C(=O)N2CCN(C3CCC(c4ccccc4)CC3)CC2)cc1OC (configuration not stated),-8.8,9.28µM*,-9.8%,-27.8%,-3.0,?

# Only Sm TGR inh, for 5 of the compounds above:
SMILES | Sm TGR inh
COCc1nnc(NC(=O)CC(C)C)s1 | -1.8%
CC(c1ccccc1F)n1cc(C(=O)Nc2ccc3nc[nH]c3c2)nn1 (configuration not stated) | 0.3%
O=C(NC(C(Cl)Cl)N1CCOCC1)c1ccccc1 (configuration not stated) | ?
O=C(NC(=S)N1CCN(CCO)CC1)C12CC3CC(CC(C3)C1)C2 | -4.1%
CC(C)C(c1nnnn1Cc1ccco1)N1CCN(c2cccc(Cl)c2)CC1 (configuration not stated) | -9.5%

# Remaining list, next part
SMILES,Shiga toxin inh,Pf growth 96h,Sm TGR inh,FBPA Giardia inh,CHX counter,Pf growth 48h
COC(=O)COc1ccc(C[C@@H](C)NC[C@H](O)c2cccc(Cl)c2)cc1,-5.4,.,.,1.2%,-2.8,.
Cc1cc(NC(=O)/C=C/c2ccc(Cl)cc2)no1,72.7*,44.5%[activator],0.2%,4.4%,23.4*,?
CCCNC(=O)c1ccccc1C(=O)NCCC,-13.2,.,-1.5%,-2.4%,-3.0,-0.2%
Fc1ccc(N2CCN(Cc3ccc4c(c3)OCO4)CC2)cc1,14.9,.,8.5%[11.4 µM],-15.2%,-1.8,.
CCCc1cc(C(=O)Nc2cc(C)ccc2O)no1,49.5*,15.8%,-2.3%,-2.7%,18.4*,-25.3%
NS(=O)(=O)c1ccc(CCNC(=O)c2ccc(Br)s2)cc1,-11.7,64.7%[activator],7.4%,-4.7%,-1.1,6.6%
C=CCc1cccc2cc(C(=O)Nc3ccc(S(=O)(=O)Nc4nnc(CC)s4)cc3)c(=O)oc12,-9.2,0.0%,-8.7%,-15.5%,-4.0,2.7%
CC(C)(C)c1ccc(OCC(O)CN2CCCC2)cc1 (configuration not stated),-6.8,-7.5%,6.0%,0.4%,-3.4,-17.4%
Nc1nc(NCc2ccco2)nc(N2CCN(Cc3ccccc3)CC2)c1[N+](=O)[O-],-12.0,?,6.3%,3.3%,0.5,-13.2%
CCOC(=O)c1cnc2ccc(OCC)cc2c1NCc1cccnc1,42.4*,6.57µM*,-2.8%,?,26.6*,?
O=S(=O)(c1ccccc1Br)N1CCN(c2ncccn2)CC1,2.6,6.6%,1.6%,3.3%,6.8,15.0%
CCOc1ccc(NS(=O)(=O)c2ccc(C(=O)N3CC(C)OC(C)C3)cc2)cc1 (configuration not stated),.,-11.6%,-22.7%,.,.,-15.4%
C[C@]12CCC[C@H](O1)[C@H]([C@@H](O)c1ccccc1)O2,.,10.6%,-0.8%,.,.,-10.8%
CCN(C(=O)C(C)Sc1ccc(S(=O)(=O)N2CCOCC2)cn1)c1ccccc1 (configuration not stated),.,?,-6.9%,.,.,13.1µM*
COc1ccccc1NC(=O)C1CCCN(C(=O)NCc2ccccc2)C1 (configuration not stated),-7.5,?,-6.3%,.,-3.6,3.7%
CC1CCN(CCCNC(=O)C2CCC(CNS(=O)(=O)c3cccc4nsnc34)CC2)CC1 (configuration not stated),-17.4,?,7.2%,.,-0.5,-3.8%
Cc1ccc(-c2ccc(C(=O)Nc3cccc(F)c3)o2)c2ccccc12,16.8,?,?,?,18.7,?
O=C(NC1CCC(O)CC1)c1ccccc1OCc1ccc(F)cc1 (configuration not stated),-2.8,?,-1.6%,.,-3.7,-10.5%
Cc1ccccc1CNCc1cccnc1,-12.3,.,-9.2%,4.8%,-3.8,-1.5%
CC(C)(C)C(=O)Nc1c2c(nn1-c1ccccc1)CSC2,2.0,-18.2%,?,-24.0%,14.3,0.2%
CC1CCN(S(=O)(=O)c2ccc(NC(=O)CSc3nnnn3C)cc2)CC1,10.7,?,6.2%,-1.3%,-3.9,3.6%
Cc1ncoc1C(=O)Nc1ccccc1C(N)=O,-1.9,?,3.2%,0.3%,8.5,24.8%
CC(C)N(C(=O)CN1C(=O)NC2(CCCCCC2)C1=O)C(C)C,-6.3,-8.8%,5.4%,2.9%,4.6,.
CSc1ccc(CNC(C)(C)CO)cc1,2.3,18.1%,.,-2.2%,4.5,6.6%
COc1cc2c(=O)c(-c3ccc(O)cc3)coc2cc1OC1OC(CO)C(O)C(O)C1O (configuration not stated),12.9,-11.0%,-3.0%,-8.7%,-1.3,-2.7%
CCOC(=O)c1nn(-c2ccc(OCC)cc2)c2nc(CC(C)C)c(C#N)c(=O)n12,-5.0,?,2.0%,5.8%,-1.7,-25.9%
Cc1ccc(/C=C/C(=O)N2CCN(S(=O)(=O)/C=C/c3ccccc3)CC2)o1,13.2,5.86µM*,14.1µM*,-14.6%,1.0,3.0%
N=C(N=C(N)N)N1CCc2ccccc21,10.8,2.7%,-4.5%,-4.7%,10.5,?
O=c1c2cc(Br)ccc2nc(-c2ccccc2)n1O,14.9,-4.7%,0.7%,12.5%,11.3*,.
O=C(Cn1c2c(sc1=O)C1c3ccccc3OCC1CS2)Nc1ccc(Cl)cc1 (configuration not stated),-2.8,6.6%,-13.7%,-2.2%,14.0,17.7%
CCOc1ccc(Cl)cc1C(c1c(C)[nH][nH]c1=O)c1c(C)[nH][nH]c1=O,-12.9,-8.1%,?,-9.8%,1.4,9.5%
CC(C)c1ccc(C2NC(C(=O)O)CS2)cc1 (configuration not stated),0.6,-31.9%,5.9%,?,-2.7,.
COc1ccccc1NC(=O)C/C(C)=N/NC(=O)COc1c(Br)cc(Br)cc1OC,-3.5,383.3%,5.4%,-1.2%,-2.9,-9.1%
COc1ccc(OCC(=O)NS(=O)(=O)c2ccc(Cl)cc2)cc1,-6.9,-21.9%,-7.4%,14.5%,0.6,15.6%
CCCN1C2CCCC1CC(NC(=O)NC1CCCCC1)C2 (configuration not stated),0.9,.,-43.3%,9.2%,4.6,13.5%
Cc1ccc(-c2cc(-c3ccccc3Cl)[nH]n2)c(O)c1,128.1*,69.5%[activator],8.9%,0.0%,50.7*,?
O=C(CCCc1nc(-c2ccccc2)no1)NC1CCCCC1,-5.8,-0.5%,5.6%,13.3%,-3.2,4.6%
CCN(Cc1ccc(OC)c(F)c1)C(C)C(=O)Nc1ccc(S(=O)(=O)N2CCCC2)cc1 (configuration not stated),.,?,-3.0%,.,.,10.4µM*
CCOc1ccc(N2C(=O)Nc3ccccc3C2(O)C(=O)NCc2ccc(C)cc2)cc1 (configuration not stated),12.7,-29.9%,39.5%[activator],6.0%,10.7,-11.7%
Cc1ccc(NC(=O)Cn2cccc2)cc1,20.3,22.2%,4.2%,3.8%,5.4,25.3%

# Five records picked at random from the list so far, as already listed:
SMILES,Shiga toxin inh,Pf growth 96h,Sm TGR inh,FBPA Giardia inh,CHX counter,Pf growth 48h
CC(C)(C)c1ccc(OCC(O)CN2CCCC2)cc1 (configuration not stated),-6.8,-7.5%,6.0%,0.4%,-3.4,-17.4%
O=C(CCCc1nc(-c2ccccc2)no1)NC1CCCCC1,-5.8,-0.5%,5.6%,13.3%,-3.2,4.6%
CCOC(=O)c1nn(-c2ccc(OCC)cc2)c2nc(CC(C)C)c(C#N)c(=O)n12,-5.0,?,2.0%,5.8%,-1.7,-25.9%
NS(=O)(=O)c1ccc(CCNC(=O)c2ccc(Br)s2)cc1,-11.7,64.7%[activator],7.4%,-4.7%,-1.1,6.6%
CCOc1ccc(NS(=O)(=O)c2ccc(C(=O)N3CC(C)OC(C)C3)cc2)cc1 (configuration not stated),.,-11.6%,-22.7%,.,.,-15.4%

# Other entries follow.
SMILES,Shiga toxin inh,Pf growth 96h,Sm TGR inh,FBPA Giardia inh,CHX counter,Pf growth 48h
COCC(=O)Nc1ncc(S(=O)(=O)c2ccc([N+](=O)[O-])cc2)s1,-17.3,23.5%,-17.0%,11.8%,12.7,7.1%
Cc1c(CC(=O)O)c(=O)oc2cc3c(cc12)CCC(C)(C)O3,-4.8,-2.2%,-7.0%,0.1%,-1.8,-4.3%
CCN1CCN(c2cc(C)c3cc(NC(=O)c4cccc(OC)c4)ccc3n2)CC1,39.5*,2.08µM*,2.4%,2.1%,30.7*,?
CCCCNS(=O)(=O)c1ccc(OC)c(C)c1,9.3,?,-13.4%,0.3%,-3.1,7.5%

# Assay outcomes (PubChem BioAssay)

# Rows are unselected; any-hit rate near 24%.
